# Compound activity (PubChem BioAssay)
# Nrf2 inh: Nrf2 pathway inhibition. A549 ARE-Fluc reporter, luciferase luminescence, 18-24 h. Potency, µM (series often up to 46 µM), without a hit: top-dose activity change, negative = inhibition, hits mostly inhibitors. actives 2.1% (n = 360,000). AID 504444; note: potency is the fitted concentration of half-maximal effect; % is set by controls: 0 for no effect and ±100 for the full control effect; nearly all actives have a fitted effect of over 60% in size
#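 Nrf2 activity is the BugLite luminescence, read 15 min after reagent at room temperature, following CellTiter-Fluor cytotoxicity readout (30 min, 37C). Compound titrations were applied for 18-24 h to 5000 A549 ARE_Fluc cells/well in 5% FBS OPTI-MEM.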
# CCT chaperon mod: changes cytosolic chaperonin activity; purified chaperonin ATPase assay, HTRF ADP detection, 30 min; activity change, % (concentration not given with the values), hits read low; actives 0.3% (n = 360,000); AID 651819; in the data active = activity change below about -30%; note: % is set by controls: 0 for no effect and ±100 for the full control effect
#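 TRiC at 40 or 20 nM final (batch-dependent) in 30 mM Tris pH 7.4, 100 mM KCl, 5 mM MgCl2, 1 mM DTT, with compound at single 76 uM and 10 uM ATP, 30 min at 37 deg C. ADP detected by HTRF Transcreener, 665/615 ratio.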
# EPAC2 antag: EPAC2 (human) antagonism; Q8WZA2; EPAC2 GEF exchange of Rap1B-BODIPY-GDP, fluorescence; Potency, µM (top dose mostly 114 µM), for inactives: top-dose activity, negative = inhibition, most hits filed as inhibitors; actives 0.18% (n = 360,000); AID 720708; note: potency is the fitted concentration of half-maximal effect; % is set by controls: 0 for no effect and ±100 for the full control effect; nearly all actives have a fitted effect of over 45% in size; many of its hits are not listed in these tables
# Target sequence (Q8WZA2 whole entry, looked up): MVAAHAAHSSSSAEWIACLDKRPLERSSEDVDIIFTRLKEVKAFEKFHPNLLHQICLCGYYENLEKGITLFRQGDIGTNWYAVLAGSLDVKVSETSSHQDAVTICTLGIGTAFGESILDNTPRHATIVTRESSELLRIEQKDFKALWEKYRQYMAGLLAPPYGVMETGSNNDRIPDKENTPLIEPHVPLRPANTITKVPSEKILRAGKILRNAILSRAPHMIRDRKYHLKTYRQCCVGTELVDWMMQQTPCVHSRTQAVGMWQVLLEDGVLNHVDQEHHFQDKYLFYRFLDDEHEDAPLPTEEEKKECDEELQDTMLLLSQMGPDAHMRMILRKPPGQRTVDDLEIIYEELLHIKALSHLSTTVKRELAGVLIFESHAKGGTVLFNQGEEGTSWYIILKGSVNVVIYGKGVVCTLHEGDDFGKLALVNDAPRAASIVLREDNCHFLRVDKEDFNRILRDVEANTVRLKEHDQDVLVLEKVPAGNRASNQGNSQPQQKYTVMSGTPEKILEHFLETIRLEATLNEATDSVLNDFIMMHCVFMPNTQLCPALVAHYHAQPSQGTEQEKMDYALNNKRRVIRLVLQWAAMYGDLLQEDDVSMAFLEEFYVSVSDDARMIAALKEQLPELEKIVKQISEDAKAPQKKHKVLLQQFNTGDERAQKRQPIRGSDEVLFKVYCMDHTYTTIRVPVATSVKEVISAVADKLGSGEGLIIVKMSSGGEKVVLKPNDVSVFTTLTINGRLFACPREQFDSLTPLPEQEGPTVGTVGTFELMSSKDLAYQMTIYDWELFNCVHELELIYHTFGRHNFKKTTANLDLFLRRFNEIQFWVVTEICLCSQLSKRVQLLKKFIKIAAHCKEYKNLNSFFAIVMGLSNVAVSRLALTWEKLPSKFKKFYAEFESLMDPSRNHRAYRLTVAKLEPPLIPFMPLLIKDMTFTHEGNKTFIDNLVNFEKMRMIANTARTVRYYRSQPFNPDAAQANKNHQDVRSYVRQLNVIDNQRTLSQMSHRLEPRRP
# TGFb SMAD3 inh: inhibitors of TGF-b signaling; AID 588855; actives 1.2% (n = 410,000); Potency, µM (top dose mostly 46.1 µM), inactives show top-dose activity, negative = inhibition, most hits filed as inhibitors; HepG2 CAGA-GFP TGF-b/SMAD3 reporter, GFP fluorescence, 18 h; TGF-beta stimulated, 500 pg/mL final; note: potency is the fitted concentration of half-maximal effect; % is set by controls: 0 for no effect and ±100 for the full control effect; nearly all actives have a fitted effect of over 65% in size
#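 Read-out: total well GFP (ex488/em500-530) summed from mean per-cell fluorescence. Cells: HEPG2 CAGA-GFP, 1% FBS DMEM, 18 h at 37 degrees C with 500 pg/mL final TGF-beta. Unstimulated wells served as the full-inhibition control; stimulated DMSO wells = 0%.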
# pAkt inh: Akt phosphorylation inhibition; actives 0.32% (n = 360,000); Neuro2A IGF-stimulated pAkt S473 HTRF, 20 min; active compounds read low; activity change, % for hits at 50 µM; in the data active = activity change below about -80%; inconclusive = mostly about -51% to -80%; note: % is set by controls: 0 for no effect and ±100 for the full control effect
#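 Neuro2A cells (4,500/well, DMEM with 0.5% FBS) were treated with compound at a single 50 µM final concentration, stimulated with 6 nM IGF for 20 min at 37 °C, and lysed. Phospho-Akt Ser473 was read by HTRF as 665/615 ratio ×10^4.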
# Nrf2 ARE act: activators of Nrf2 (ARE) signaling; Potency, µM (titrated, usually from 46.1 µM), for the others: at the top dose activation, usual class: activators; AID 624171; actives 0.31% (n = 410,000); AREc32 ARE-luciferase reporter (MCF7-derived line), luminescence, 24 h; note: potency is the fitted concentration of half-maximal effect; % of control where 0% means no effect; nearly all actives have a fitted effect of over 65% in size
#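 Luminescent ARE reporter assay in AREc32_Fluc cells: overnight plating at 37 deg C, 24 hr compound incubation, Steady-Glo added, 30 min RT before reading.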
# A549 viability: kills or reduces viability of A549 cells in Nrf2 counter-screen | Potency, µM (doses to about 46 µM), for inactives: top-dose activity change, negative = cytotoxicity, usual class: inhibitors | actives 0.16% (n = 390,000) | A549 ARE-Fluc cells, CellTiter-Fluor viability, 18-24 h | AID 504648; note: potency is the fitted concentration of half-maximal effect; % is set by controls: 0 for no effect and ±100 for the full control effect
#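 A549 ARE_Fluc cells in 5% FBS OPTI-MEM were exposed to compounds in concentration-response for 18-24 h at 37 deg C. Viability was read by CellTiter-Fluor fluorescence (Ex 405/Em 525) after 30 min, before the luciferase read.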
# MmCpn inh: inhibitors of Methanococcus maripaludis chaperonin (MmCpn); Potency, µM (titrated, usually from 76.9 µM), inactives show at the highest dose activity, negative = inhibition, actives largely listed as inhibitors; AID 504842; purified Mm-Cpn ATPase, ADP Transcreener TR-FRET; actives 0.031% (n = 330,000); note: potency is the fitted concentration of half-maximal effect; % is set by controls: 0 for no effect and ±100 for the full control effect; nearly all actives have a fitted effect of over 80% in size
#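 25 nM Mm-CPN + cpd, 10 min 37°C; + 10 uM ATP, 30 min 37°C; buffer 30 mM Tris pH 7.4, 100 mM KCl, 5 mM MgCl2, 1 mM DTT; Transcreener ADP HTRF detection 30 min RT.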
# EPAC2 ag: EPAC2 (human) agonism; Q8WZA2; EPAC2 activation, biochemical qHTS; response scale: 100% = 6.5 mM cAMP response; Potency, µM (titrated, usually from 154 µM), for inactives: at the highest dose activation, actives largely listed as activators; actives 0.079% (n = 360,000); AID 720711; note: potency is the fitted concentration of half-maximal effect; nearly all actives have a fitted effect of over 50% in size
#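 qHTS, titration series. 100 nM EPAC2 / 250 nM Rap1B-BODIPY-GDP / 50 uM GDP; RT; ex 480/em 540 nm, 5-min reads to 30 min. Norm. to 6.5 mM cAMP = activation.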
# * marks the source's active call; other numbers are inactive results; i = inactive; ? = inconclusive; / = not tested or not shown; [ ] = another dose, or the depositor's remark. Unless noted, calls come from the whole dose curve; as a rule, active = well fitted curve in the direction sought with a large enough effect; inconclusive = small, poorly fitted or top-dose-only effect, or another doubt; inactive = no such curve, though single readings can be large; an effect the other way counts as inactive or inconclusive. Not all compounds are listed; the hit share may differ from the screen's.
# Values run as follows: Nrf2 inh	CCT chaperon mod	EPAC2 antag	TGFb SMAD3 inh	pAkt inh	Nrf2 ARE act	A549 viability	MmCpn inh	EPAC2 ag
Cc1cc(=O)n(C(NC(=O)c2ccccc2)C(=O)c2ccccc2)cn1 (stereo not given)
→ 18%	0.3	6%	-1%	/	0.8%	-5%	-1%	5%
N#Cc1c(-c2ccccc2)nc(N2CCCCCC2)[nH]c1=O
→ /	1.2	7%	-3%	/	-0.1%	-3%	-3%	-7%
O=C(NCc1ccccc1Br)C1CCCN(C(=O)N2CCOc3ccccc32)C1 (stereo not given)
→ ?	/	/	?	/	0.8%	0%	/	/
CC(NC(=O)C(=O)N/N=C/c1ccc(Cl)cc1)c1ccccc1 (stereo not given)
→ 17%	0.0	12%	-2%	i	0.1%	10%	0%	9%
COc1ccc(C)cc1Nc1nc2ccccc2c2nnc(C)n12
→ 18%	/	/	11%	/	9.2%	6%	/	/
O=C(CSc1nnc2ccccn12)c1ccccc1
→ 24%	1.1	3%	10%	i	-0.5%	-6%	1%	-5%
CCOc1ccc2nc(N/C(N)=N/C(=S)Nc3cccc(OC)c3)nc(C)c2c1
→ ?	1.7	0%	-1%	i	2.8%	-10%	-2%	8%
O=C(COC(=O)COc1ccccc1Cc1ccccc1)Nc1cccnc1Cl
→ -8%	-2.6	-11%	-6%	i	-0.3%	2%	1%	13%
Cc1ccc(C)c(NC(=S)c2nc3ccccc3s2)c1
→ ?	2.6	-1%	-6%	i	?	11%	-2%	7%
CCOC(=O)C1(C)CCN1C(=O)c1ccccc1C (stereo not given)
→ /	0.0	9%	5%	i	-0.3%	/	/	6%
CCCCOc1ccc(C(=O)Nc2onc3c2CCCC3)cc1
→ ?	/	/	23%	/	19%	1%	/	/
Cc1cccc(N2CCN(C(=O)c3c(Cl)cnn3C)CC2)c1C
→ ?	-2.4	2%	1%	i	-0.4%	-14%	?	-3%
COc1ccc(-c2nn(-c3ccccc3)cc2C2NC(=O)NC(C)=C2C(=O)OC(C)C)cc1OC (stereo not given)
→ -25%	/	/	4%	/	0.1%	-4%	/	/
CC(C)Nc1nc(-c2ccccc2CO)c2sccc2n1
→ /	0.2	2%	2%	i	3.5%	/	/	6%
CC(C)(C)c1ccc(OCC(=O)Nc2ccc(C(=O)OC3CCCCC3)cc2)cc1
→ 1%	/	/	-2%	/	-0.9%	1%	/	/
Cc1cccc(S(=O)(=O)NC(=O)C2(C)CCN2C(=O)Cc2ccccc2)c1 (stereo not given)
→ /	0.4	4%	8%	i	0.4%	/	/	3%
COc1cccc(CN(C)C(c2ccccc2)c2ccccc2)c1OC
→ 25%	-0.2	-21%	-10%	i	-0.2%	1%	0%	3%
c1ccc(-c2nnc(CSc3nnc(-c4ccncc4)n3Cc3ccco3)o2)cc1
→ ?	-1.0	0%	-5%	i	-0.5%	-6%	-1%	6%
Cn1c(CNC(=O)c2ccccc2F)nnc1SCC(=O)NCc1ccccc1
→ 12%	-0.5	1%	-1%	i	0.1%	-6%	1%	3%
COc1ccc(NC(=O)C2(C)Cc3c(-c4ccccc4)ccnc3O2)cn1 (stereo not given)
→ /	-1.0	-3%	27%	i	0.4%	/	/	7%
O=C(Cn1ncc2c3ccccc3n(Cc3cccc(Cl)c3)c2c1=O)NCc1ccccn1
→ ?	-3.2	34%[activator]	-5%	/	0.3%	2%	1%	0%
COc1ccc2cc(CCNC(=O)c3ccc(S(=O)(=O)N4CCOCC4)cc3)c(=O)[nH]c2c1
→ ?	-0.4	-7%	0%	i	-0.1%	0%	0%	12%
O=C(NCCc1ccc(Cl)cc1)c1ccc2ccccc2n1
→ 3%	0.5	?	-25%	i	6.2%	-2%	-1%	-4%
COc1ccc(NC(=O)c2c(C(F)(F)F)nn(C)c2SCc2ccccc2Cl)cc1
→ 0%	-0.5	6%	-14%	/	0.1%	-4%	2%	-6%
COCCN(CCOC)C(=O)CSc1ccc(S(=O)(=O)N2CCN(C)CC2)cn1
→ 4%	-0.6	-18%	-4%	i	-0.3%	0%	-3%	0%
Cc1nc2ccccc2c(=O)n1/N=C/c1cccs1
→ ?	0.0	1%	5%	i	13%	0%	2%	0%
O=C(NCCOc1ccccc1)c1n[nH]c(=O)c2ccccc12
→ 19%	-2.8	6%	14%	i	3.0%	-2%	-7%	2%
CC(=O)N1CCN(C(=O)c2ccc(-c3ccccc3Cl)o2)CC1
→ ?	-6.1	24%	0%	i	4.7%	13%	0%	11%
COc1ccc(C(=O)N2CCC(C(=O)Nc3ccc(OC)c(OC)c3)CC2)cc1
→ 5%	-5.2	2%	10%	i	-0.6%	10%	4%	-1%
Cc1ccc(NC(=O)CSc2nnc(-c3ccncc3)n2N)cc1C
→ 20%	-0.4	-1%	-3%	i	-0.7%	/	1%	-2%
COC(=O)[C@@H](Cc1c[nH]c2ccccc12)NCc1ccc(B(O)O)cc1
→ ?	0.4	2%	-8%	i	19%	11%	/	2%
O=C1C=CC(=Nc2ccc3c(c2)C(=O)c2ccccc2-3)O1
→ 9%	0.4	-3%	-2%	i	20%	-5%	/	-7%
CCCCn1c(N)c(N(CCC(C)C)C(=O)c2ccc3c(c2)OCCO3)c(=O)[nH]c1=O
→ 2%	2.6	4%	12%	i	-1.0%	2%	3%	-11%
CCCSc1nnc(NC(=O)Cc2coc3cc(C)ccc23)s1
→ 5%	/	/	16%	/	-0.3%	0%	/	/
Cc1nnc2c(N3CCN(c4ccccc4)CC3)nc3ccc(C(=O)c4ccccc4)cc3n12
→ -7%	/	/	-16%	/	-1.8%	2%	/	/
COc1ccc(Cn2nnnc2C(c2cc3cc(C)cc(C)c3[nH]c2=O)N2CCOCC2)cc1 (stereo not given)
→ 11%	0.9	-3%	-21%	i	2.8%	-4%	-11%	-3%
O=C(/C=C/c1ccncc1)c1ccc(NC(=O)c2ccccc2F)cc1
→ ?	-2.7	-10%	13µM*	i	?	9%	0%	10%
COc1ccc(N(C)C(=O)C2CCCN2S(=O)(=O)c2cccc3nsnc23)c(OC)c1 (stereo not given)
→ -26%	1.6	2%	4%	i	-1.7%	5%	3%	6%
O=C(N=Nc1c(O)n(Cc2ccccc2)c2ccccc12)c1cc2ccccc2cc1O
→ ?	-1.4	8%	-4%	i	8.7%	-4%	2%	-3%
O=C(/C=C/c1cccs1)Nc1ccc(Br)cn1
→ ?	-0.8	0%	?	i	2.4%	?	0%	-4%
CCN(CC)CCN(Cc1cc2cc(C)ccc2[nH]c1=O)C(=S)NCc1ccco1
→ 24%	0.2	-3%	-26%	i	3.7%	8%	-1%	-6%
CC(=O)Nc1ccc(CN2CCN(CCc3ccccc3)C(CCO)C2)cc1 (stereo not given)
→ 15%	-4.4	-11%	-5%	i	0.3%	4%	-2%	-3%
COc1ccc(C(=O)NCCCNC(=O)c2ccco2)cc1OC
→ -27%	0.4	4%	-6%	i	0.3%	1%	-3%	9%
O=C(CCC(=O)N1CCSc2ccccc21)NCc1cccc(Br)c1
→ 3%	-0.7	?	-19%	i	0.3%	-7%	1%	13%
O=C(CSc1nnnn1C1CC2CCC1C2)Nc1ccnc2ccccc12 (stereo not given)
→ /	0.7	-7%	-13%	i	-0.3%	-14%	-1%	13%
CC(=O)Nc1ccc2nc(NC(=O)CN3CCOCC3)sc2c1
→ 7%	-0.6	5%	0%	i	0.3%	-1%	3%	-6%
COc1ccc(CCNC(=O)CSc2ccccc2)cc1OC
→ 3%	0.2	-1%	2%	i	0.6%	11%	1%	1%
CCCCCCOC(=O)C(C#N)c1nc2ccccc2nc1N1CCCCC1 (stereo not given)
→ 2%	-0.6	-4%	3%	i	0.1%	/	0%	19%
Cc1cc(C)nc(NC(=O)c2cc(-c3ccc(C)s3)nc3ccccc23)c1
→ -6%	-1.4	-1%	-25%	i	4.3%	8%	?	16%
CCc1ccc(OC(=O)CSc2nnc(-c3ccc(OC)c(OC)c3)o2)cc1
→ 20%	/	/	31%[activator]	/	-0.8%	2%	/	/
CCCCNc1nnc(SCC(=O)c2c[nH]c3ccccc23)s1
→ 4%	0.2	14%	-5%	i	2.7%	15%	-5%	1%
CC(C)(C)c1ccc(C(=O)N2CCC2(C)C(=O)Nc2cnc3ccccc3c2)cc1 (stereo not given)
→ /	-2.3	-2%	-7%	i	0.4%[9.22 µM]	/	/	5%
Cc1ccc(S(=O)(=O)Nc2ccc3cc([N+](=O)[O-])ccc3c2[N+](=O)[O-])cc1
→ ?	-2.0	50µM*	?	i	7.2%	?	/	-5%
COCCCNC(=O)C1=CCN(S(=O)(=O)c2ccc(OC)cc2)CC1
→ 0%	-2.2	0%	-1%	i	-0.4%	0%	-1%	4%
COc1ccc(N2CCN(C(=O)CCS(=O)(=O)c3cc(Br)cc4c3N(C(=O)C3CC3)CC4)CC2)cc1
→ -4%	/	/	-22%	/	-0.3%	3%	/	/
O=C(Nc1nc2ccccc2[nH]1)C1CC1
→ 6%	0.2	-1%	-2%	i	4.3%	-13%	-2%	7%
Cc1ccc(OCC(=O)Nc2cccc(S(=O)(=O)N3CCCC3)c2)cc1C
→ /	0.3	-11%	3%	i	-0.1%	/	/	6%
COc1ccc(C(=O)N[C@H](C(=O)Nc2nc3c(s2)CCCC3)C(C)C)cc1
→ 27%	-0.4	-1%	?	i	3.9%	-6%	3%	14%
